Source: PubChem
TDP1 inh = inhibitors of human tyrosyl-DNA phosphodiesterase TDP1. recombinant TDP1, AlphaScreen DNA substrate cleavage. Potency, µM (top dose mostly 130 µM), for inactives: at the top dose activity change, negative = inhibition, hits mostly inhibitors. Q9NUW8. 350,000 compounds, 0.28% hits; note: nearly all actives have a fitted effect of over 40% in size
Target sequence (Q9NUW8 whole entry, looked up): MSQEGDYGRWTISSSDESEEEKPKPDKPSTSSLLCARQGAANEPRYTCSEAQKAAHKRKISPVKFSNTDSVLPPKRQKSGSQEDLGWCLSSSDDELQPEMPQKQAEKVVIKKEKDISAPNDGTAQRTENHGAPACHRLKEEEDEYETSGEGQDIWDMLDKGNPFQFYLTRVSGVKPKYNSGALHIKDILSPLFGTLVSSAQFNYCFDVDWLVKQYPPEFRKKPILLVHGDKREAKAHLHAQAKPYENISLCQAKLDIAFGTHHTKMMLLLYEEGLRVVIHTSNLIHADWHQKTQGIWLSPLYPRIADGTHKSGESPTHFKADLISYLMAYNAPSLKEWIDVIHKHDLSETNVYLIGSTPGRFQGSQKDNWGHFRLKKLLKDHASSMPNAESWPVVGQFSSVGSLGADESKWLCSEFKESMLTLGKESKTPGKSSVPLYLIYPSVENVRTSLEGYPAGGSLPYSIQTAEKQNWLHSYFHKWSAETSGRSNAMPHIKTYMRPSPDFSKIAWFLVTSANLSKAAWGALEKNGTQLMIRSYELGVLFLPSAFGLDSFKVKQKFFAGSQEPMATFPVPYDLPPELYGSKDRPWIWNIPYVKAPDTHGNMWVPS
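Compounds were preincubated with Tdp1 (1 nM final) for 15 min at room temperature before substrate (15 nM final) started a 5 min reaction; beads (10 ug/ml final) were then added for 10 min before AlphaScreen detection.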
DT40 TDP1 CPT = DT40-hTDP1 cell growth loss with CPT. chicken DT40 Tdp1-/-;hTDP1 cells + 20 nM CPT, ATP luminescence, 48 h. Potency, µM (highest dose often 46.2 µM), inactives show at the top dose activity change, negative = growth inhibition, hits mostly inhibitors. 420,000 compounds, 12% hits; note: nearly all actives have a fitted effect of over 55% in size
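Chicken DT40 Tdp1-/- cells complemented with human TDP1, 400 cells/well, exposed to compounds plus 20 nM camptothecin for at least 48 h at 37 C; viability read as ATP content by CellTiter-Glo luminescence.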
TDP1 cell noCPT = qHTS for Inhibitors of human tyrosyl-DNA phosphodiesterase 1 (TDP1): qHTS in cells in absence of CPT | 420,000 compounds, 15% hits | DT40 Tdp1-/- hTDP1 cells, no CPT, ATP luminescence, 48 h | Potency, µM (series often up to 46.2 µM), for the others: at the top dose activity change, negative = growth inhibition, hits mostly inhibitors; note: nearly all actives have a fitted effect of over 55% in size
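Chicken DT40 Tdp1-/- cells complemented with human TDP1, screened without camptothecin (DMSO vehicle only), 400 cells/well. Compounds pin-transferred, cells incubated at 37 °C for at least 48 hr. Growth read as ATP-dependent luminescence (CellTiter-Glo, 30 min at RT).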
The depositor's hits bear a star; & = joins results of further samples; [ ] = another dose, or the depositor's remark. Calls come from the whole dose curve; as a rule, active = well fitted curve in the direction sought with a large enough effect; inconclusive = small, poorly fitted or top-dose-only effect, or another doubt; inactive = no such curve, though single readings can be large; an effect the other way counts as inactive or inconclusive. % is set by controls: 0 for no effect and ±100 for the full control effect; potency is the fitted concentration of half-maximal effect.

Preview:
What do the screens show for `COc1cccc(CNC(=O)C2CCCN(S(=O)(=O)N(C)c3ccc(F)cc3)C2)c1OC` (configuration not stated)?
TDP1 inh: -3%; DT40 TDP1 CPT: 3.3µM*; TDP1 cell noCPT: 3.7µM*

Results for COC(=O)c1cnc(SCc2ccc([N+](=O)[O-])cc2)n1C ?
TDP1 inh: 6%; DT40 TDP1 CPT: -18%; TDP1 cell noCPT: -28%

What do the screens show for `CN(C)c1ncc(C(=O)O)cn1`?
TDP1 inh: 0%; DT40 TDP1 CPT: 2%; TDP1 cell noCPT: 6%

Results for CC1=C(C(=O)Nc2cccc(C(=O)NCC(C)c3ccccc3)c2)SCCO1 (configuration not stated) ?
DT40 TDP1 CPT: 16µM*; TDP1 cell noCPT: inconclusive

What do the screens show for `COc1cccc(OC)c1C(=O)NC(=S)NCc1ccco1`?
TDP1 inh: 5%; DT40 TDP1 CPT: -1%; TDP1 cell noCPT: -16%

Results, from the start:
What do the screens show for `COc1cccc(CNC(=O)C2CCCN(S(=O)(=O)N(C)c3ccc(F)cc3)C2)c1OC` (configuration not stated)?
TDP1 inh: -3%; DT40 TDP1 CPT: 3.3µM*; TDP1 cell noCPT: 3.7µM*

Results for COC(=O)c1cnc(SCc2ccc([N+](=O)[O-])cc2)n1C ?
TDP1 inh: 6%; DT40 TDP1 CPT: -18%; TDP1 cell noCPT: -28%

What do the screens show for `CN(C)c1ncc(C(=O)O)cn1`?
TDP1 inh: 0%; DT40 TDP1 CPT: 2%; TDP1 cell noCPT: 6%

Results for CC1=C(C(=O)Nc2cccc(C(=O)NCC(C)c3ccccc3)c2)SCCO1 (configuration not stated) ?
DT40 TDP1 CPT: 16µM*; TDP1 cell noCPT: inconclusive

What do the screens show for `COc1cccc(OC)c1C(=O)NC(=S)NCc1ccco1`?
TDP1 inh: 5%; DT40 TDP1 CPT: -1%; TDP1 cell noCPT: -16%

What do the screens show for `Cc1ccnc(NC(=O)CS(=O)(=O)Cc2ccccc2)c1`?
TDP1 inh: 2%; DT40 TDP1 CPT: -5%; TDP1 cell noCPT: 0%

What do the screens show for `COC(=O)Cn1c(O)c(N=NC(=O)CNC(=O)c2ccc3c(c2)OCCO3)c2ccccc21`?
TDP1 inh: 6%; DT40 TDP1 CPT: inconclusive; TDP1 cell noCPT: 0%

How did COc1ccc(CCNC(=O)c2ccc(CN3CCOCC3)cc2)cc1 do in these assays?
TDP1 inh: 8%; DT40 TDP1 CPT: -2%; TDP1 cell noCPT: -10%

Results for CN(c1ccccc1)S(=O)(=O)c1ccc2c(c1)OCCO2 ?
TDP1 inh: -6%; DT40 TDP1 CPT: inconclusive; TDP1 cell noCPT: inconclusive

Results for COC(=O)Cn1c(=NC(=O)CSCC(=O)Nc2cc(C)on2)sc2ccccc21 ?
DT40 TDP1 CPT: -1%; TDP1 cell noCPT: -28%

What do the screens show for `CC(=O)CC(=O)Nc1ccc(Nc2ccccc2)cc1`?
TDP1 inh: 2%; DT40 TDP1 CPT: inconclusive; TDP1 cell noCPT: inconclusive

What do the screens show for `N/C(=N\OC(=O)CCC1CCCCC1)c1cccc([N+](=O)[O-])c1`?
TDP1 inh: 4%; DT40 TDP1 CPT: 3%; TDP1 cell noCPT: -2%

How did COCCNC(=O)CS(=O)Cc1nc(-c2ccc(Cl)cc2)oc1C (configuration not stated) do in these assays?
TDP1 inh: 5%; DT40 TDP1 CPT: -13%; TDP1 cell noCPT: -19%

How did Cc1ccc(S(=O)(=O)CCC(=O)OCC(=O)c2c[nH]c3ccccc23)cc1 do in these assays?
TDP1 inh: -2%; DT40 TDP1 CPT: -2%; TDP1 cell noCPT: inconclusive

What do the screens show for `COc1cccc(S(=O)(=O)N(C)C[C@H]2OCc3cn(nn3)CCCC(=O)N([C@@H](C)CO)C[C@@H]2C)c1`?
DT40 TDP1 CPT: -3%; TDP1 cell noCPT: 22%

Results for Nn1c(COc2ccccc2F)nnc1SCC(=O)NC1CCCCC1 ?
DT40 TDP1 CPT: 16%; TDP1 cell noCPT: 0%

How did Cn1c(N)c(N2CCCCC2)c(=O)n(CC(=O)Nc2ccc(Cl)c(Cl)c2)c1=O do in these assays?
TDP1 inh: 4%; DT40 TDP1 CPT: -2%; TDP1 cell noCPT: -14%

How did CC(C)c1ccc(N(CC(=O)NCc2ccco2)C(=O)CCC(=O)Nc2nccs2)cc1 do in these assays?
TDP1 inh: -1%; DT40 TDP1 CPT: -7%; TDP1 cell noCPT: inconclusive

How did COc1ccc(-c2cc(C(C)=O)c(C)n2CCC(=O)NCc2ccc(C)cc2)cc1 do in these assays?
TDP1 inh: 7%; DT40 TDP1 CPT: inconclusive; TDP1 cell noCPT: inconclusive

What do the screens show for `COc1cc(S(=O)(=O)N2CCOCC2)ccc1NC(=O)COC(=O)c1cc(OC)c(OC)c(OC)c1`?
TDP1 inh: 0%; DT40 TDP1 CPT: -18%; TDP1 cell noCPT: inconclusive

How did Cc1ccc(NC(=O)c2nc(-c3ccncc3)no2)c(Cl)c1 do in these assays?
TDP1 inh: 5%; DT40 TDP1 CPT: -11%; TDP1 cell noCPT: -1%

Results for COc1ccc(OC)c(NC(=O)COC(=O)C2CCN(C(=O)c3ccc(Cl)cc3)CC2)c1 ?
TDP1 inh: 0%; DT40 TDP1 CPT: 11%; TDP1 cell noCPT: -7%

How did CC1(C(=O)Nc2ccc3ccccc3c2)CCC(=O)N1C1CCN(Cc2ccccc2)CC1 (configuration not stated) do in these assays?
DT40 TDP1 CPT: inconclusive; TDP1 cell noCPT: inconclusive

Results for Cn1nnc(NC(=O)c2cccs2)n1 ?
TDP1 inh: 3%; DT40 TDP1 CPT: -6%; TDP1 cell noCPT: 6%

What do the screens show for `CCCCOc1cccc(C2c3c(oc4ccccc4c3=O)C(=O)N2c2ccccn2)c1` (configuration not stated)?
TDP1 inh: 3%; DT40 TDP1 CPT: 17%; TDP1 cell noCPT: 5%

How did CC(C)(C)C(=O)CN1C(=O)NC2(CCCc3ccccc32)C1=O (configuration not stated) do in these assays?
DT40 TDP1 CPT: 3%; TDP1 cell noCPT: 22%

How did Cc1ccc(OCCNC(=O)CCc2nc3sc4c(c3c(=O)[nH]2)CCCC4)cc1 do in these assays?
DT40 TDP1 CPT: -3%; TDP1 cell noCPT: 5%

Results for Cc1ccc(O)c(N=Cc2cccs2)c1 ?
TDP1 inh: 5%; DT40 TDP1 CPT: 23µM*; TDP1 cell noCPT: inconclusive

What do the screens show for `CCCOP(=O)(OCCC)c1c([N+](=O)[O-])cc(C(F)(F)F)cc1[N+](=O)[O-]`?
TDP1 inh: -1%; DT40 TDP1 CPT: inconclusive; TDP1 cell noCPT: 18µM*

What do the screens show for `O=C(NC1(C(F)(F)F)NC(=O)N(Cc2ccco2)C1=O)c1cccnc1` (configuration not stated)?
TDP1 inh: 2%; DT40 TDP1 CPT: 21%; TDP1 cell noCPT: -18%

Results for CCCNC(=O)CS(=O)(=O)Cc1nc(-c2cccc(OC)c2)oc1C ?
TDP1 inh: 0%; DT40 TDP1 CPT: 1%; TDP1 cell noCPT: -19%

What do the screens show for `O=C(O)c1nc2cc(Cl)c(Cl)cc2[nH]c1=O`?
TDP1 inh: 8%[56.1 µM]; DT40 TDP1 CPT: 6%; TDP1 cell noCPT: -3%

What do the screens show for `Nn1cnnc1SC1CCCCC1NS(=O)(=O)c1ccccc1` (configuration not stated)?
TDP1 inh: -4%; DT40 TDP1 CPT: 31%[activator]; TDP1 cell noCPT: -16%

Results for Cn1c(=O)c2c(ncn2CC(O)CNc2cccc(Cl)c2)n(C)c1=O (configuration not stated) ?
TDP1 inh: -3%; DT40 TDP1 CPT: inconclusive; TDP1 cell noCPT: inconclusive

Results for CC1CCCCN1CCCNC(=O)Cn1ncc2c([nH]c3ccccc32)c1=O (configuration not stated) ?
TDP1 inh: 4%&4%; DT40 TDP1 CPT: -5%&7%; TDP1 cell noCPT: 12%&-20%

How did COc1ccccc1C(=O)NCC(=O)NCc1cc(=O)n(C)c(=O)n1C do in these assays?
TDP1 inh: 2%; DT40 TDP1 CPT: 3%; TDP1 cell noCPT: -2%

How did Cn1c(SCC(=O)NC(c2ccccc2)c2ccccc2)nnc1-c1cccs1 do in these assays?
TDP1 inh: 8%; DT40 TDP1 CPT: inconclusive; TDP1 cell noCPT: inconclusive

What do the screens show for `COc1ccc([N+](=O)[O-])cc1NC(=S)NC(C)=O`?
TDP1 inh: -14%; DT40 TDP1 CPT: inconclusive; TDP1 cell noCPT: inconclusive

How did O=C(O)C1C2C=CC(C2)C1C(=O)OCc1ccccc1 (configuration not stated) do in these assays?
TDP1 inh: 4%; DT40 TDP1 CPT: -11%; TDP1 cell noCPT: -9%

Results for C=CCn1c(C)cc(C2=NNC(=NCC)SC2)c1C ?
TDP1 inh: 7%; DT40 TDP1 CPT: 16µM*; TDP1 cell noCPT: 21µM*

Results for CCCCOc1ccc(C2=NC(c3ccncc3)=Nc3ccc(Br)cc3N2)cc1 ?
TDP1 inh: 2%; DT40 TDP1 CPT: inconclusive; TDP1 cell noCPT: inconclusive

What do the screens show for `COc1cc(/C=C2/C(=O)CNC2=O)ccc1O`?
TDP1 inh: 6%; DT40 TDP1 CPT: 4%; TDP1 cell noCPT: 29%

How did COc1ccccc1N(C(=O)Cn1nnc(-c2ccc(C)o2)n1)C(C(=O)NC1CCCC1)c1ccncc1 (configuration not stated) do in these assays?
DT40 TDP1 CPT: -7%; TDP1 cell noCPT: -1%

How did COc1ccc2ccccc2c1CN1CCCC(CO)C1 (configuration not stated) do in these assays?
TDP1 inh: -5%; DT40 TDP1 CPT: -14%; TDP1 cell noCPT: -8%

What do the screens show for `CCN(CC)C(=O)COCc1cc(-c2ccc3c(c2)OCO3)on1`?
DT40 TDP1 CPT: -18%; TDP1 cell noCPT: inconclusive

How did O=C1CCN(Cc2ccccc2)S(=O)(=O)c2ccc(C(F)(F)F)cc21 do in these assays?
TDP1 inh: -5%; DT40 TDP1 CPT: inconclusive; TDP1 cell noCPT: inconclusive

How did O=C(Nc1ccccc1N1CCN(C(=O)c2ccccc2)CC1)c1ccc([N+](=O)[O-])o1 do in these assays?
TDP1 inh: 13%; DT40 TDP1 CPT: 21µM*; TDP1 cell noCPT: 15µM*

How did O=[N+]([O-])c1ccc(NC(=S)N2CCCC2)cc1 do in these assays?
TDP1 inh: 4%; DT40 TDP1 CPT: 0%; TDP1 cell noCPT: -8%

What do the screens show for `CCCN(c1ccccc1C(=O)O)S(=O)(=O)c1ccc2c(c1)n(C)c(=O)n2C`?
DT40 TDP1 CPT: 6%; TDP1 cell noCPT: -7%

How did Cc1ccc(-n2ncc3c(N4CCCCC4)ncnc32)cc1Cl do in these assays?
TDP1 inh: 3%; DT40 TDP1 CPT: -19%; TDP1 cell noCPT: inconclusive

Results for Cc1cccc2c(CCNC(=O)c3ccc([N+](=O)[O-])cc3)c[nH]c12 ?
TDP1 inh: 5%; DT40 TDP1 CPT: inconclusive; TDP1 cell noCPT: inconclusive

What do the screens show for `Cc1c(C)c2ccc(OC(C)C(=O)NCc3ccccn3)cc2oc1=O` (configuration not stated)?
TDP1 inh: 3%; DT40 TDP1 CPT: 10%; TDP1 cell noCPT: 1%

What do the screens show for `Cc1cc(Cl)c(S(N)(=O)=O)cc1OCC(=O)NC1CCCCC1`?
TDP1 inh: 5%[56.1 µM]; DT40 TDP1 CPT: -21%; TDP1 cell noCPT: -17%

How did Cc1ccc(OC(C)c2nnc(N)s2)cc1Cl (configuration not stated) do in these assays?
TDP1 inh: 7%; DT40 TDP1 CPT: 21µM*; TDP1 cell noCPT: inconclusive

How did Cc1ccc(Nc2nn3c(=O)c4cc5c(cc4nc3s2)OCO5)cc1Cl do in these assays?
TDP1 inh: -6%; DT40 TDP1 CPT: -4%; TDP1 cell noCPT: 4%

What do the screens show for `Cc1nccn1-c1ncnc2sc3c(c12)CCCC3`?
TDP1 inh: 3%; DT40 TDP1 CPT: inconclusive; TDP1 cell noCPT: -7%

Results for CC1(C(=O)O)CCC(C(=O)NC2CCCCCC2)C1(C)C (configuration not stated) ?
TDP1 inh: 1%; DT40 TDP1 CPT: 0%; TDP1 cell noCPT: 6%

What do the screens show for `CC(C)NS(=O)(=O)c1ccc(NC(=O)CCc2ccccc2)cc1`?
TDP1 inh: 5%; DT40 TDP1 CPT: -12%; TDP1 cell noCPT: -9%

Results for NS(=O)(=O)c1ccc(CCNS(=O)(=O)c2ccc(Cl)nc2)cc1 ?
TDP1 inh: 4%; DT40 TDP1 CPT: -14%; TDP1 cell noCPT: 19%

Results for COc1ccc(N2CCN(C(=O)c3cc(=O)c4cc(C)c(C)cc4o3)CC2)cc1 ?
DT40 TDP1 CPT: 3%; TDP1 cell noCPT: inconclusive
